G6PDH CS = L. mesenteroides G6PDH inhibitors, counter-screen for G6PDH-coupled screening assays, biochemical, Leuconostoc mesenteroides enzyme. glucose-6-phosphate dehydrogenase [Leuconostoc mesenteroides]. Purified L. mesenteroides G6PDH, diaphorase/resazurin coupled fluorescence, 45 min. inhibition, % at 5 µM. hit rate 0.12% among 200,000; in the data active = inhibition above about 50%
PPARg SRC2 recr = agonists of PPARg-SRC-2 recruitment, primary screen, biochemical, HTS; Peroxisome proliferator-activated receptor gamma (Homo sapiens), P37231; PPARgamma LBD-SRC-2 recruitment; activation, % at 8 µM; hit rate 0.34% among 200,000; AID 1032, 2008; in the data active = activation above about 22%;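 also: 0% = vehicle and 100% = reference agonist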
S1P3 antagonist = S1P3 receptor antagonists, primary screen, cell-based. inhibition, % at 4.98 µM. CHO S1P3 NFAT-BLA reporter, FRET fluorescence, antagonist mode. AID 485, 2006. hit rate 0.27% among 170,000. Sphingosine 1-phosphate receptor 3 (Homo sapiens), Q99500;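 active = inhibition above the plate cutoff, the mean inhibition of test wells on that plate plus 3 SD, cut at about 28% in these data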;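 also: cells challenged with S1P at its EC80 of 0.8 µM; blue over green emission ratio from cleaved BLA substrate after 4 h stimulation; 0% = S1P-stimulated wells and 100% = unstimulated DMSO-only wells; some compounds past the cut are filed as inactive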
Target sequence (Q99500 whole entry, looked up): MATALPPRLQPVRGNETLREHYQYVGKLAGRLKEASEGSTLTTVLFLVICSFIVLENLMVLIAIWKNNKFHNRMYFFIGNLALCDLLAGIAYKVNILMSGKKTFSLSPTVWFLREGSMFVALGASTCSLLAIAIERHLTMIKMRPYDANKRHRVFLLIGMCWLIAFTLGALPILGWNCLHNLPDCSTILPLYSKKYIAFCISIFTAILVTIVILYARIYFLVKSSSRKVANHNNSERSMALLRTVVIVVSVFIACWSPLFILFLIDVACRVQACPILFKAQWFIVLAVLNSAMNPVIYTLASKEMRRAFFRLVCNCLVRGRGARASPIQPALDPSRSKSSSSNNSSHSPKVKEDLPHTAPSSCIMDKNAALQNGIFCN
Diaph act CS = compounds boosting diaphorase resazurin reduction – biochemical, uHTS, resorufin fluorescence, counter-screen for diaphorase-coupled primary assays, primary screen; Diaphorase/resazurin coupled assay, 16 min; hits give high values; 1 = vehicle wells, 0 = NADH-free wells; activation factor at 20 µM; hit rate 0.005% among 190,000;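 active = diaphorase activity raised at least twofold by the compound at 20 µM; inactive = activation factor below 2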
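Material: Purified diaphorase enzyme from Clostridium kluyveri | Buffer or medium: 50 mM HEPES pH 7.4 with 4.542 mM MgCl2, 0.005% Tween 20 | Times: 16 min enzyme reaction, ambient temperature | Signal: Red resorufin fluorescence at 544/590 nm excitation/emission | Measure: Increased resorufin signal from activators or reducing compounds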
PMI act = activators of human PMI, primary screen, biochemical, fluorescence intensity, near-Km mannose 6-phosphate; Mannose-6-phosphate isomerase (Homo sapiens), P34949; purified human PMI, coupled resazurin fluorescence, 20 min; hits give high values; 1 = vehicle control, 0 substrate-free wells; activation factor at 20 µM; hit rate 0.005% among 190,000; AID 1214, 2008;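 active = activation factor of 2 or more at 20 µM, relative to plate controls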
Target sequence (P34949 whole entry, looked up): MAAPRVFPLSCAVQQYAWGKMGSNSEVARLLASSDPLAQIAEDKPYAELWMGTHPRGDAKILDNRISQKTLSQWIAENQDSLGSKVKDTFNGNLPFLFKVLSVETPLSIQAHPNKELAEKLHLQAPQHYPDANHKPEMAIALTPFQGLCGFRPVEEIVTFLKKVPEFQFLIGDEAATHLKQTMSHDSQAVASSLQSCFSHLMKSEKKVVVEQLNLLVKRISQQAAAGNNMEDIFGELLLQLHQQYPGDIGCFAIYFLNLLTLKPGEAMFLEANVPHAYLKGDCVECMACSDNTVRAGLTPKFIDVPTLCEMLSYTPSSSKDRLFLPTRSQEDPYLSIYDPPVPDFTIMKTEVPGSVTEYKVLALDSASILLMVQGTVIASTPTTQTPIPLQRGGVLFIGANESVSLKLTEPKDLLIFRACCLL
PMI act hi M6P = human PMI activators, high substrate, primary screen, biochemical, fluorescence intensity, near-saturating mannose 6-phosphate | coupled PMI enzyme assay, resazurin fluorescence, 20 min; hits give high values; 1 = untreated enzyme, 0 = substrate-free blank | activation factor at 20 µM | hit rate 0.34% among 190,000;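 active = activation factor of 2 or more at 20 µM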
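Technique: Diaphorase-driven resazurin-to-resorufin fluorescence, excitation 544, emission 590 nm | Assay system: Human PMI in coupled enzyme assay | Times: Enzyme reaction with compound 20 min at room temperature | Medium: HEPES-buffered pH 7.4 with magnesium and detergent | Reagent: Mannose-6-phosphate 1.0 mM (near-saturating) plus 0.22 mM NADP+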
PPARg SRC3 recr = PPARgamma agonists recruiting SRC-3 coactivator, primary screen, biochemical. biochemical PPARgamma/SRC-3 coactivator recruitment assay. activation, % at 8 µM. hit rate 0.26% among 200,000. AID 731, 2007. Peroxisome proliferator-activated receptor gamma (Homo sapiens), P37231; in the data active = activation above about 23%;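 also: 0% = DMSO and 100% = reference agonist; some compounds past the cut are filed as inactive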
PPARg SRC1 recr = PPARgamma agonists recruiting SRC-1 coactivator, primary screen, biochemical; Peroxisome proliferator-activated receptor gamma (Homo sapiens), P37231; PPARgamma-SRC-1 coactivator recruitment biochemical assay; activation, % at 8 µM; hit rate 0.41% among 200,000; in the data active = activation above about 19%;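 also: 0% = DMSO and 100% = reference agonist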
TR-FRET SRC-2 ct = TR-FRET signal artefacts, primary screen, artefact control for PPARgamma SRC-2 agonist project, biochemical. AID 1049, 2008. TR-FRET ratio at 8 µM. TR-FRET artefact counter-screen; hits give high values. hit rate 0.4% among 200,000; in the data active = TR-FRET ratio above about 2000; also: inactives centre near 1500
ROMK primary = ROMK potassium channel modulators, primary screen, cell-based, thallium flux, MLSMR library | AID 1918, 2009 | B-score at 10 µM | hit rate 2% among 130,000 | ATP-sensitive inward rectifier potassium channel 1 (Homo sapiens), P48048 | Tet-inducible ROMK, thallium flux fluorescence; actives lie on both sides;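 active = signal ratio slope over the read window, or its plate-corrected B-score, at least 3 SD from the plate mean, either direction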;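 also: B-score of the F/F0 ratio slope over 7 to 12 s after thallium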
Diaphorase inh = diaphorase inhibitors and chemical oxidizers, primary screen, counter-screen for diaphorase-coupled primary assays, biochemical, uHTS, resorufin fluorescence | diaphorase resazurin-to-resorufin fluorescence, NADH, 16 min; bacterial (C. kluyveri) enzyme, not human | inhibition, % at 20 µM | hit rate 0.69% among 190,000 | AID 1217, 2008;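 active = primary screen inhibition at 20 µM above a set limit, cut at about 50% in these data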;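 also: plate controls were DMSO with full reaction for no effect and wells lacking NADH for full effect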
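Assay system: diaphorase enzyme from Clostridium kluyveri; Input: enzyme working solution with 0.14 U/mL diaphorase; Timing: 16 min at room temperature; Technique: resorufin fluorescence, excitation 544 nm, emission 590 nm; Benchmarks: positive control minus NADH, DMSO neutral control.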
* hit, by the source's call; . = not tested or not shown.

The first two compounds (preview)
SMILES | G6PDH CS | PPARg SRC2 recr | S1P3 antagonist | Diaph act CS | PMI act | PMI act hi M6P | PPARg SRC3 recr | PPARg SRC1 recr | TR-FRET SRC-2 ct | ROMK primary | Diaphorase inh
CCOC(=O)c1cc(-c2cccc([N+](=O)[O-])c2)n[nH]1 | 2 | 8 | 6 | 0.9 | 0.9 | 0.9 | 1 | 4 | 1555 | -0.47 | 8
COc1cccc(Oc2ccc(C(F)(F)F)cc2NC(=O)c2cccc(F)c2)c1 | 1 | -2 | -4 | 0.9 | 1 | 1 | 0 | 9 | 1551 | -0.094 | 6

Main list, from the first entry:
SMILES | G6PDH CS | PPARg SRC2 recr | S1P3 antagonist | Diaph act CS | PMI act | PMI act hi M6P | PPARg SRC3 recr | PPARg SRC1 recr | TR-FRET SRC-2 ct | ROMK primary | Diaphorase inh
CCOC(=O)c1cc(-c2cccc([N+](=O)[O-])c2)n[nH]1 | 2 | 8 | 6 | 0.9 | 0.9 | 0.9 | 1 | 4 | 1555 | -0.47 | 8
COc1cccc(Oc2ccc(C(F)(F)F)cc2NC(=O)c2cccc(F)c2)c1 | 1 | -2 | -4 | 0.9 | 1 | 1 | 0 | 9 | 1551 | -0.094 | 6
Cn1ncc(Cl)c1C(=O)NCc1ccco1 | 6 | 10 | -18 | 0.8 | 0.9 | 0.9 | -1 | -6 | 1277 | 0.67 | 17
CCOC(=O)C1(Cc2ccccc2)CCN(C2Cc3ccccc3C2)CC1 | 6 | 3 | -16 | 0.9 | 1 | 1 | 1 | -3 | 1340 | -1.4 | 12
OCCN1CCN(C(=S)Nc2ccc(SC(F)F)cc2)CC1 | 1 | 2 | 2 | 1 | 1 | 1 | -2 | 4 | 1607 | -1.5 | -2
Cc1nnc2sc(SCC(=O)Nc3ccc(Br)cc3)nn2c1=O | 14 | 7 | -9 | 1 | 1 | 1 | 5 | 2 | 1736 | 0.36 | 2
CCn1nnnc1SCC(=O)c1ccc(C)cc1C | -1 | 3 | . | 1 | 1.1 | 1 | 1 | 4 | 1489 | 0.01 | -2
Cn1c(=O)[nH]c(=O)c2c1nc(N1CCCCCC1)n2CC(N)=O | 2 | -1 | . | 0.9 | 1 | 1 | -18 | 4 | 1393 | . | 13
COc1ccnc(Oc2cccc(C(F)(F)F)c2)c1C(=O)N/C=N/OCc1ccccc1F | 10 | 4 | -13 | 0.7 | 0.7 | 0.8 | 2 | 6 | 1531 | . | 35
COc1ccc(CC(=O)NCC(=O)N/N=C/c2ccco2)cc1 | 13 | -2 | -11 | 0.9 | 0.9 | 0.9 | 1 | 0 | 1385 | -0.45 | 8
S=C(NCCC(c1ccccc1)c1ccccc1)Nc1ccccc1Cl | 7 | 3 | . | 0.8 | 0.9 | 0.8 | -4 | -4 | 1354 | . | 22
CCN(CC)CCCN(Cc1cc2cc3c(cc2[nH]c1=O)OCCO3)C(=O)Nc1ccc(F)cc1 | 18 | -1 | -23 | 1 | 1 | 1 | 6 | 11 | 1831 | . | 2
c1ccc(CN=C2NN=C(c3ccccc3)CS2)cc1 | 8 | 6 | -11 | 1 | 1 | 1 | 3 | 4 | 1677 | -0.52 | 5
Cn1c(=O)c2c(nc(CO)n2C)n(C)c1=O | 10 | 2 | -5 | 0.9 | 0.8 | 0.9 | -4 | -2 | 1488 | . | 6
COc1cccc(/C(=N/O)C2CC2c2ccc(Cl)cc2)c1 (stereo not given) | 4 | -3 | -3 | 0.7 | 0.8 | 0.6 | 3 | 6 | 1518 | -0.15 | 26
Cc1cccc(C)c1N(CC(=O)NN=C1CCCCCC1)S(C)(=O)=O | 5 | -4 | . | 1 | 1 | 1 | 1 | -6 | 1271 | 0.26 | 3
CCOC(=O)n1ccc(C(=O)Nc2ccccc2F)n1 | -2 | 16 | -3 | 0.9 | 1 | 1 | 5 | 6 | 1614 | . | 8
O=C(c1cccc(OCc2ccccc2)c1)N1CCOCC1 | 13 | 4 | -4 | 0.9 | 0.9 | 0.9 | 2 | 1 | 1657 | -0.87 | 11
C=CCNS(=O)(=O)c1cccc(C(C)=O)c1 | -1 | 6 | 1 | 1 | 1 | 1.1 | -2 | 5 | 1750 | -0.045 | 1
C=CCn1c(SCC(=O)N2CCN(c3ccc(F)cc3)CC2)nnc1-c1cccs1 | 0 | -4 | 4 | 0.8 | 0.9 | 1 | 6 | 2 | 1693 | . | 23
COc1ccc(C2CC(=O)C3=C(C2)Nc2ncnn2C3c2ccccc2C)cc1 (stereo not given) | 0 | -8 | -29 | 0.8 | 1 | 1 | -3 | -1 | 1427 | . | 24
C=CCC(NCc1ccco1)c1ccc(OC)cc1OC (stereo not given) | 8 | -2 | -26 | 1 | 1 | 1.1 | -12 | -6 | 1498 | . | 2
CCCCOC(=O)Oc1ccc2c(=O)c(Oc3cccc(C)c3)coc2c1 | -3 | 5 | 1 | 1.1 | 1.1 | 1.1 | 0 | 2 | 1542 | -1.2 | -8
O=C(Cn1nc(C(F)F)cc1C(F)F)N/N=C/c1ccc2c(c1)OCO2 | 3 | 6 | . | 0.9 | 0.1 | 1 | 5 | 2 | 1559 | . | 9
Cc1cc(C)cc(N(C(=O)CNC(=O)c2cccs2)C(C(=O)NC2CCCC2)c2cccnc2)c1 (stereo not given) | 8 | 3 | . | 1 | 1 | 1 | 0 | 4 | 1759 | . | 2
CCN(CC)c1ccc(NC(=O)c2cccnc2)cc1 | 18 | -2 | . | 1 | 1 | 1 | 7 | 5 | 1463 | 0.57 | 4
O=C(Cc1ccc(Cl)cc1)NNS(=O)(=O)c1ccc([N+](=O)[O-])cc1 | 20 | 0 | -7 | 0.9 | 0.8 | 0.9 | 1 | 0 | 1792 | 0.0055 | 7
O=C(O)CC1S/C(=N/N=C/C=C/c2ccccc2[N+](=O)[O-])NC1=O (stereo not given) | -2 | -4 | -6 | 0.8 | 0.9 | 0.8 | 1 | -6 | 1556 | . | 21
N#Cc1c(Nc2ccccc2)c(/C=N/NCCO)c[nH]c1=O | 3 | 0 | -4 | 1 | 1.2 | 1.1 | -5 | -2 | 1525 | 0.11 | 2
Cc1ccc(S(=O)(=O)C2(C(=O)N3CCCCC3C)CC2)cc1 (stereo not given) | -12 | -2 | -18 | 0.9 | 1 | 1 | 3 | -3 | 1517 | -1.6 | 9
CCOc1ccc(NC(=O)CC(c2ccccc2)c2ccc(F)cc2)cc1 (stereo not given) | 18 | 2 | -3 | 0.8 | 0.7 | 0.9 | 1 | 4 | 1446 | . | 19
Cc1cc(F)ccc1S(=O)(=O)Nc1ccccc1C(=O)NCc1cccnc1 | 3 | 7 | -22 | 0.9 | 1.1 | 1 | 2 | 12 | 1825 | 1.6 | 11
COc1cc(N(C)C)c(NC(C)=O)cc1C(=O)O | 32 | 5 | 1 | 0.9 | 0.8 | 0.9 | -1 | 3 | 1514 | 0.41 | 12
CCOc1ccc(NC(=O)c2nnn(CC(=O)Nc3ccccc3OCC)c2N)cc1 | -26 | -7 | 15 | 0.9 | 0.8 | 0.9 | -12 | -4 | 1585 | . | 13
Cc1nc(C)c(C(=O)C2=C(O)C(=O)N(CCN(C)C)C2c2ccccc2)s1 (stereo not given) | 2 | 10 | -11 | 0.9 | 1.1 | 1.1 | 7 | 1 | 1531 | . | 8
O=c1c2oc3ccccc3c2ncn1Cc1ccc(Cl)cc1 | 4 | 6 | -10 | 1 | 1.1 | 0.9 | 4 | 4 | 1704 | -0.43 | 0
CCOC(=O)N(CC)OC(=O)Nc1ccc(Cl)cc1 | 6 | 8 | . | 0.8 | 0.9 | 0.9 | 6 | 0 | 1535 | -0.14 | 18
COc1ccc(S(=O)(=O)N[C@H](C(=O)O)C(C)C)cc1 | 2 | -7 | -15 | 1 | 1.1 | 1.1 | -11 | -7 | 1376 | 0.51 | 2
N#Cc1nc(COc2ccc(F)cc2)oc1N1CCC(Cc2ccccc2)CC1 | 20 | -8 | 28 | 0.9 | 0.9 | 1 | -2 | -6 | 1353 | -1.5 | 9
O=C(Nc1cc(Cl)cc(Cl)c1)C(c1ccccc1)N1CCCCC1 (stereo not given) | 7 | 5 | -1 | 0.9 | 0.9 | 1 | 2 | -2 | 1582 | -0.52 | 8
COc1ccccc1NC(=S)N1CCC(NC(=O)c2ccco2)CC1 | 6 | 10 | 0 | 1.1 | 1 | 1.1 | 4 | -3 | 1600 | -0.15 | -14
CC(=O)NC1=NN(C(C)=O)C(C)(c2ccc(C)o2)S1 (stereo not given) | 15 | 2 | 3 | 0.9 | 0.9 | 0.8 | 6 | -4 | 1346 | 0.25 | 13
CC(O)Cc1cn([C@@H](CCCCN)C(=O)N2CCNCC2)nn1 (stereo not given in full) | 8 | 3 | 0 | 1 | 1 | 1.1 | 0 | -1 | 1635 | . | -2
COc1ccc(CSCC(=O)N/N=C/c2ccc(OCC(=O)NCc3ccco3)cc2)cc1 | -1 | -1 | . | 0.7 | 0.9 | 0.9 | 5 | 7 | 1647 | . | 25
CCOc1ccc(-c2nc(-c3ccncc3)no2)cc1OCC | 1 | -7 | -3 | 1 | 0.9 | 0.9 | 1 | -2 | 1331 | 0.83 | 3
CCC(CC)C1C(C#N)=C(N)Oc2n[nH]c(-c3ccccc3)c21 (stereo not given) | 4 | 6 | . | 0.9 | 0.8 | 0.8 | -2 | -1 | 1551 | -0.37 | 13
CNC(=O)Nc1ccccc1F | 5 | 5 | . | 0.8 | 0.9 | 0.9 | 2 | 8 | 1485 | -0.98 | 20
O=C(NCc1cccnc1)c1ccc([N+](=O)[O-])cc1 | 10 | 4 | -5 | 1 | 1.2 | 1.1 | 3 | -5 | 1544 | -0.7 | -4
